MsrA act – bovine MsrA enzyme activators, primary screen, biochemical, absorbance, HTS. activation, % at 10.6 µM. Methionine sulfoxide reductase A (Bos taurus). 360,000 compounds, 0.3% hits. purified bovine MsrA, absorbance read-out; in the data active means activation above about 7.5%;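 further: 0% = vehicle and 100% = reference activator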
Neddyl block – inhibitors of cullin neddylation, primary screen, biochemical, TR-FRET, uHTS, NAE and Ubc12; 360,000 compounds, 0.58% hits; calls only at 25 µM; NEDD8-conjugating enzyme Ubc12 (Homo sapiens) + NEDD8-activating enzyme E1 regulatory …; in the data active means inhibition above about 36%
CSN inh – inhibitors of CSN-mediated cullin deneddylation, primary screen, biochemical, fluorescence polarization, uHTS | COP9 signalosome complex subunit 5 (Homo sapiens), Q92905 | Purified CSN, SCF-Nedd8-OG deneddylation | inhibition, % at 12.5 µM | 360,000 compounds, 0.38% hits | AID 651999, 2013;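 active means pattern-corrected inhibition above about 35%, with an unprinted fluorescence ratio check between 0.5 and 1.5, limit read from the data, passing the limit was not always enough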;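 further: 0% = enzyme with substrate and 100% = substrate without enzyme; some results filed as inactive read as strong as hits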
Target sequence (Q92905 whole entry, looked up, one chain of several): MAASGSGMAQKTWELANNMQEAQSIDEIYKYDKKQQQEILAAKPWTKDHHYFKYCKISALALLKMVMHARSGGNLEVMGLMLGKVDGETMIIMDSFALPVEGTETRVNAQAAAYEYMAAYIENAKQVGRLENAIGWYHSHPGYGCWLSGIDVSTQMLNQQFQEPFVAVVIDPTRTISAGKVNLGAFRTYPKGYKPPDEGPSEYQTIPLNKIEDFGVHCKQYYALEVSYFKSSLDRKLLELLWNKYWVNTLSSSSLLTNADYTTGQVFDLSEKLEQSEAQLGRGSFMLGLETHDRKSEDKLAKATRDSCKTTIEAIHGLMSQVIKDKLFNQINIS
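Material: purified human Csn5 enzyme expressed in HEK293T cells / Medium: Tris buffer pH 7.5, NaCl, DTT, Tween-20, trehalose, ovalbumin / Compound dosing: 12.5 µM single point / Schedule: 90 min incubation of compound, enzyme and substrate at room temperature / Signal: fluorescence polarization of the substrate / Control set: no-enzyme wells high, enzyme-with-substrate wells low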
MsrA inhibitor – bovine MsrA enzyme inhibitors, primary screen, biochemical, absorbance, HTS; inhibition, % at 15.5 µM; 360,000 compounds, 0.75% hits; AID 651718, 2012; Methionine sulfoxide reductase A (Bos taurus); purified bovine MsrA, absorbance read-out; in the data active means inhibition above about 4.5%;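 further: 0% = vehicle wells with enzyme and 100% = reference inhibitor wells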
FAS TE block – FAS thioesterase domain inhibitors, primary screen, biochemical, fluorescence intensity, uHTS; Fatty acid synthase (Homo sapiens), P49327; recombinant FAS-TE, OMFH fluorogenic substrate, fluorescence endpoint; inhibition, % at 15 µM; 360,000 compounds, 0.67% hits;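 active means compounds whose normalised, plate-corrected inhibition of enzyme fluorescence in the single-dose primary screen is 50% or more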;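 further: 0% = DMSO with enzyme and 100% = substrate without enzyme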
eLon inh – inhibitors of E. coli Lon protease, primary screen, biochemical, fluorescence polarization. P0A9M0. purified E. coli Lon protease. inhibition, % at 7.94 µM. 360,000 compounds, 0.42% hits. AID 602123, 2011; in the data active means inhibition above about 13%, passing the limit was not always enough;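 further: 0% = enzyme with probe and DMSO and 100% = no enzyme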
Target sequence (P0A9M0 whole entry, looked up): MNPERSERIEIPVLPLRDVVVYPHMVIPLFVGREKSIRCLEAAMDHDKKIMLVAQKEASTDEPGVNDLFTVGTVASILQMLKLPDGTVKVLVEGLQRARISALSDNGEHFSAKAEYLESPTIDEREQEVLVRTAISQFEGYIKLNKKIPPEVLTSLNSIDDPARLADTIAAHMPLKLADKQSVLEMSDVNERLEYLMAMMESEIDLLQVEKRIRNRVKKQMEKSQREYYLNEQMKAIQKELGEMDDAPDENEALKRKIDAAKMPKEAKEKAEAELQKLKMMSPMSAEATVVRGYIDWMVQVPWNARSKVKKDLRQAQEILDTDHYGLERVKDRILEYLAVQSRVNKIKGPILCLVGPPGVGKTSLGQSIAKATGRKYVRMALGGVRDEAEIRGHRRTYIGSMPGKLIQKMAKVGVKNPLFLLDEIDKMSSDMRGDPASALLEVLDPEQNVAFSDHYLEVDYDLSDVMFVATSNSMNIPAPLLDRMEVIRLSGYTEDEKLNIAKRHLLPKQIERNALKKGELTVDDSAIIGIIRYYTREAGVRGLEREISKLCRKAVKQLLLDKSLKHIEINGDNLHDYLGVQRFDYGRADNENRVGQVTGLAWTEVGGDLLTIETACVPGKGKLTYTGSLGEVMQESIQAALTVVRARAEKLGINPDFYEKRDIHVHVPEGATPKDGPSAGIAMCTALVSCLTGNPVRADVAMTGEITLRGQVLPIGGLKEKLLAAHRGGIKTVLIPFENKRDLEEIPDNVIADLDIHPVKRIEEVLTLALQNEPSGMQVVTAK
TbMetRS inhib – T. brucei MetRS inhibitors, primary screen, biochemical, luminescence. 360,000 compounds, 0.4% hits. AID 624268, 2012. purified T. brucei MetRS, ATP depletion, Kinase-Glo luminescence. inhibition, % at 11.9 µM. methionyl-tRNA synthetase (Trypanosoma brucei brucei);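 active means inhibition above a per-plate cutoff of the control wells' mean inhibition plus 3 SD, cut at about 5.5% in these data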;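 further: 0% = DMSO wells median and 100% = median of wells with control inhibitor compound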
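Material – parasite MetRS enzyme · Medium – HEPES-MgCl2-KCl buffer plus DTT, spermine, BSA, pyrophosphatase · Reagent – ATP, methionine and E. coli bulk tRNA substrates · Times – 15 min enzyme-compound preincubation, 2 h reaction, 10 min detection, 25 °C · Measured by – luminescence of leftover ATP · Evaluation – percent inhibition relative to median high and low control wells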
MLLE-PAM2 inh – inhibitors of PABP1 MLLE–PAM2 peptide binding, primary screen, biochemical, fluorescence polarization, FITC-PAM2, GST-MLLE; 360,000 compounds, 0.36% hits; Polyadenylate-binding protein 1 (Homo sapiens), P11940; inhibition, % at 20 µM; in the data active means inhibition above about 35%, passing the limit was not always enough;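 further: plate controls were DMSO wells with GST-MLLE for no effect and wells lacking GST-MLLE protein for full effect; some results filed as inactive read as strong as hits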
Rin1-Abl PPI inh – inhibitors of Rin1-Abl protein binding, primary screen, biochemical, TR-FRET; 360,000 compounds, 0.4% hits; inhibition, % at 7.35 µM; AID 588664, 2011; in the data active means inhibition above about 5%, passing the limit was not always enough
* = called active by the depositor; i = inactive; nt = not tested or not shown; & = joins results of further samples.

SMILES	MsrA act	Neddyl block	CSN inh	MsrA inhibitor	FAS TE block	eLon inh	TbMetRS inhib	MLLE-PAM2 inh	Rin1-Abl PPI inh
Cc1ccc(-n2cnn(-c3ccc([N+](=O)[O-])cc3[N+](=O)[O-])c2=O)cc1	-1.0	i	0.1	0.5	17.1	-3.3	-1.0	3.4	-2.8
O=C(NC1CC2CCCC(C1)N2C(=O)NC1CCCCC1)c1ccc(F)cc1 (stereo not drawn)	-10.3	i	-2.5	1.3	-6.9	-4.0	-3.1	10.5	0.4
COC(=O)CSc1nc2ccc(NC(C)=O)cc2s1	-3.5	i	0.6	0.2	-1.8	5.3	0.0	5.2	-2.5
Cc1ccn2cc(CNS(=O)(=O)c3ccc4ccccc4c3)nc2c1	-4.4	i	0.3	-0.3	-2.0	2.3	-0.4	-7.1	-2.5
NS(=O)(=O)c1ccc2nc(NC(=O)C3CCCO3)sc2c1 (stereo not drawn)	-4.2	i	-5.8	1.0	-14.2	8.7	-0.2	-11.1	-0.9
O=C(CSc1nc(-c2cccs2)cc(C(F)(F)F)n1)Nc1cc(OCC(F)(F)F)cc([N+](=O)[O-])c1	-2.0	i	-3.4	-0.2	38.7	-11.7	1.0	5.8	-1.9
O=C(CSC1=NS(=O)(=O)c2cc(F)ccc2N1)Nc1ccccc1F	-0.1	i	-5.0	-0.5	-8.3	-2.8	-0.2	2.5	-0.5
O=C(c1ncc[nH]1)c1ccccc1C(=O)N1CCOCC1	-2.9	i	3.5	0.7	-6.6	1.0	0.2	1.0	2.6
CC1(C)Cc2ccccc2-c2n[nH]c(=S)n21	1.7	i	-1.4	-0.4	-7.1	6.4	0.0	21.0	-1.0
Cc1ccc(-c2nnc(SC(C)C#N)n2N)cc1 (stereo not drawn)	-1.2	i	-5.2	0.6	-6.6	6.4	0.1	-13.9	-4.8
Cc1cc(NC(=O)Cn2nc(C(=O)O)c3ccccc3c2=O)ccc1Br	1.7	i	5.8	-0.5	-6.3	-0.6	-0.4	8.5	-3.3
Cc1oc(-c2ccc(Cl)cc2)nc1CN1CCCC(C(=O)NCc2cccnc2)C1 (stereo not drawn)	0.2	i	1.5	-0.4	1.3	-3.9	0.8	-4.5	2.5
CCOC(=O)N1CCC(NC(=O)c2cc3c(-c4ccc(OC)c(OC)c4)nn(C)c3s2)CC1	-2.3	nt	-2.5	0.6	0.4	3.8	0.1	5.4	-1.7
O=C1CCCc2c1[nH]c1ccc(Cl)cc21	-1.8	i	-9.8	1.3	-2.6	-1.1	-0.1	-3.2	-4.0
CC(Oc1cccc2c1OC(C)(C)C2)C(=O)O (stereo not drawn)	-2.9	i	1.8	0.7	-7.8	-3.4	-0.2	10.0	-0.2
CC(OC(=O)c1cc2sccc2n1C)C(=O)NCc1ccco1 (stereo not drawn)	-13.4	i	0.3	-1.1	-3.5	-24.4	-1.4	2.7	-0.7
C[C@H]1CN([C@@H](C)CO)C(=O)Cc2cc(NC(=O)Cc3ccccc3)ccc2O[C@H]1CN(C)S(=O)(=O)c1cccs1	-6.8	i	-1.0	-0.2	-8.2	-0.5	-0.3	-2.5	9.8
COc1ccc(S(=O)(=O)N2CCC(C(=O)NCCC3=CCCCC3)CC2)cc1OC	-5.0	i	-1.4	-1.0	-4.5	-4.7	-0.8	-7.0	3.9
O=C(NNC(=O)c1cc2cc(Br)ccc2oc1=O)c1ccc(O)cc1O	-1.9	i	53.9	1.6	3.6	-3.0	0.8	-0.4	5.4
Cc1nn(Cc2ccccc2)c(Cl)c1C(=O)NCCc1ccc(Cl)cc1	-3.2	i	6.5	-1.1	9.0	-4.9	-0.4	8.7	1.8
Cc1ccc(/C=C2\SC(=S)N(CCCC(=O)NC3CCCC3)C2=O)cc1	-5.8	i	5.8	0.7	-1.0	-4.9	0.1	10.8	3.4
Cc1cc(NC(=O)CSCC(=O)Nc2ccccc2N2CCCCC2)no1	-1.7	i	-3.8	-0.5	3.3	-11.0	-0.4	9.2	4.9
COc1cccc(N2CCN(C(=O)CCc3nnc4ccc(N5CCOCC5)nn34)CC2)c1	-2.0	i	0.4	0.7	-8.3	-6.4	0.0	-14.5	3.2
CCCOc1ccc(Cl)cc1Nc1nc(NCCO)nc(N2CCCC2)n1	-5.5	i	-0.3	-0.2	9.3	-10.1	-0.4	-7.0	0.6
C=CCNc1oc(-c2ccc(Cl)cc2)nc1C#N	-7.3	i	0.5	1.0	0.4	1.6	-0.4	-3.6	-0.3
Following part:
SMILES	MsrA act	Neddyl block	CSN inh	MsrA inhibitor	FAS TE block	eLon inh	TbMetRS inhib	MLLE-PAM2 inh	Rin1-Abl PPI inh
O=C(O)c1ccc2c(c1)OCCOCCOCCOCCOCCO2	-0.3	i	0.8	-0.3	-4.4	-8.3	0.8	-1.8	-2.3
CCc1cccc(CC)c1C(O)c1cccnc1 (stereo not drawn)	0.0	i	3.9	0.8	-11.0	-1.8	0.6	-0.6	-3.8
CCOC(=O)C1=C(C)Nc2ccccc2N=C1NC(=O)Cc1ccc(OC)cc1	-6.7	i	3.4	0.0	-10.1	-4.9	-0.3	-17.7	0.6
C/C(CC(=O)Nc1ccc(Cl)cc1Cl)=N\NC(=O)C(=O)NCCO	-4.0	i	1.5	0.4	-6.0	-1.0	-0.4	17.2	1.4
Nc1ncnc2c1ncn2[C@@H]1O[C@H](C(=O)NS(=O)(=O)c2cccs2)[C@@H](O)[C@H]1O	-5.0	i	-0.8	-1.0	-7.9	-6.5	0.9	0.1	3.7
Cc1nn(C(=O)c2cccnc2)c(C)c1C	-5.2	i	5.7	-0.2	-7.3	2.0	-0.3	-1.6	-2.8
O=C(CC12CC3CC(C1)CC(CC(=O)N1CCCC1)(C3)C2)N1CCCC1	-3.0	i	1.1	0.5	-5.5	-8.7	-0.4	-2.5	0.5
Cc1c(Nc2cc(N3CCCC(C)C3)c3nonc3c2[N+](=O)[O-])c(=O)n(-c2ccccc2)n1C (stereo not drawn)	-12.7	i	3.7	0.5	9.5	-1.1	-0.9	4.8	-2.1
CCN(CC(=O)Nc1ccc(NC(C)=O)cc1)C(=O)c1cccc2ccccc12	-1.7	i	-1.2	0.5	-7.6	-6.2	-0.1	4.1	2.5
O=C(Nc1ccc(Cl)cc1)NC1CCS(=O)(=O)C1 (stereo not drawn)	-1.5	i	-1.6	0.1	-6.6	3.4	0.5	6.6	-1.0
Nc1c(C(=O)Nc2ccccc2)c2nc3ccccc3nc2n1-c1ccc(O)cc1	-13.5	i	1.9	2.2	2.6	5.1	-0.5	-4.4	-3.7
COc1ccccc1Cn1c(C)c(C(=O)NCCC#N)sc1=O	-1.9	i	-0.7	1.1	-5.7	-5.5	-0.4	4.2	0.2
COc1ccc(C(=O)Nc2cccc(/C(C)=N/NC(=O)c3ccc([N+](=O)[O-])cc3)c2)cc1OC	-11.3	i	4.8	-1.0	-12.8	-0.2	-1.7	11.3	-1.1
O=C(CSC1CC(=O)N(CCc2ccccc2)C1=O)Nc1ccc(Br)cc1 (stereo not drawn)	-12.9	i	0.4	-0.1	9.6	-1.7	0.5	19.6	3.5
Cc1ccc(C)c(C(=O)CC2(O)C(=O)Nc3ccccc32)c1 (stereo not drawn)	-0.6	i	-5.1	0.0	-6.4	-6.7	-0.1	1.8	0.2
COc1ccc(NC(=O)CSCc2ccc(C#N)cc2)c(OC)c1	-1.4	i	1.4	-0.8	1.2	-7.5	-0.2	3.4	-0.1
COC(=O)c1c(C(=O)OC)c(-c2cccc(Cl)c2)n2c1CS(=O)C2 (stereo not drawn)	-2.4	i	-3.9	2.3	-5.3	-2.6	-0.2	-3.1	1.5
O=C(Nc1ccc(OCC(F)(F)C(F)F)c(C(F)(F)F)c1)c1ccc(Cl)cc1	-2.5	i	-3.7	-0.2	37.9	2.7	-0.6	-11.0	0.5
COc1ccc(-c2nc3cc(C)ccn3c2NC2CCCCC2)cc1SC1CCCCC1	-1.0&-14.2	nt	22.2&12.2	2.7&2.7	14.8&16.8	-15.2&-13.8	-0.2&-1.1	-94.4	-2.1
Fc1ccc(C(c2nnnn2Cc2ccco2)N2CCN(C3CCCCC3)CC2)cc1 (stereo not drawn)	-0.5	i	-3.8	-0.6	-3.4	-1.9	-0.3	-2.3	2.1
CCc1ccc(NC(=O)c2ccc3c(c2)CCN3S(C)(=O)=O)cc1	-1.1	i	-1.5	-0.3	2.1	-4.4	0.1	-18.3	-2.8
N#CC(=C(O)CN1CCN(c2ccccc2F)CC1)c1nc(-c2ccccc2)cs1	-7.4	i	3.6	3.1	-5.4	-5.1	-0.4	-3.4	0.8
CCCCc1nc2sc3c(c2c(=O)n1NC(=O)c1ccco1)CC(C)(C)OC3	-5.1	i	-0.8	0.2	-7.7	-4.5	-1.1	9.9	-1.2
COc1cccc(-c2noc(C3CCCN(C(=O)CC(C)(C)C)C3)n2)c1 (stereo not drawn)	-2.2	i	1.1	-0.5	-3.6	0.7	-0.2	-8.2	-2.3
Cc1csc(NC(=O)CSc2nc(=O)[nH]c3c2CCCC3)n1	-3.8	i	1.3	1.5	-5.7	8.5	-0.1	11.8	-0.8
Continuation.
SMILES	MsrA act	Neddyl block	CSN inh	MsrA inhibitor	FAS TE block	eLon inh	TbMetRS inhib	MLLE-PAM2 inh	Rin1-Abl PPI inh
Cc1nn(CC2CC2)c(=O)n1-c1ccccc1	-4.1	i	4.7	0.1	-4.3	-4.7	-0.2	7.0	3.8
CCOc1ccc(N(C)S(=O)(=O)c2ccc(-c3cc(C)no3)s2)cc1	-1.7	i	3.3	-1.7	26.1	-10.1	-0.3	3.2	1.0
CC(C)(C)C(=O)N1CCC[C@@]1(CO)C(=O)O	-1.7	i	-7.4	-1.5	-4.9	1.4	0.2	-8.4	3.8
Cc1ccc(N(Cc2ccccc2)C(=O)c2cccc(S(=O)(=O)N3CCOCC3)c2)cc1	-6.5	i	14.2	0.2	14.7	-2.2	-0.5	4.8	4.5
CC(C)NC(=O)COCc1cc(-c2ccc3c(c2)OCO3)on1	-2.2	i	-0.7	0.8	-2.3	0.5	-0.7	-12.2	-1.5
N#C/C(=C\c1cn(-c2ccccc2)nc1-c1cccnc1)c1nnc2n1CCCCC2	-12.5	i	0.7	2.5	-5.8	-11.7	-0.7	3.6	-5.2
COc1cccc(-c2cnc3c(NC(C)=O)cc(-c4ccc(C(=O)N5CCOCC5)cc4)cn23)c1	-0.7	i	1.9	0.2	18.6	1.4	-0.2	-21.1	-3.7

Random excerpt: two compounds from above, in no set order.
SMILES	MsrA act	Neddyl block	CSN inh	MsrA inhibitor	FAS TE block	eLon inh	TbMetRS inhib	MLLE-PAM2 inh	Rin1-Abl PPI inh
COc1cccc(-c2noc(C3CCCN(C(=O)CC(C)(C)C)C3)n2)c1 (stereo not drawn)	-2.2	i	1.1	-0.5	-3.6	0.7	-0.2	-8.2	-2.3
O=C(CSC1=NS(=O)(=O)c2cc(F)ccc2N1)Nc1ccccc1F	-0.1	i	-5.0	-0.5	-8.3	-2.8	-0.2	2.5	-0.5

High-throughput results deposited in PubChem BioAssay by several laboratories.
